PPARg SRC-2 ag – agonists of SRC-2 recruitment by human PPARgamma; activation, % at 8 µM; 0.34% of 200,000 active; PPARgamma LBD-SRC-2 recruitment, biochemical; in the data active = activation above about 22%;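 note: 0% = vehicle and 100% = reference agonist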
Target sequence (P37231 whole entry, looked up, the tested form may be a part): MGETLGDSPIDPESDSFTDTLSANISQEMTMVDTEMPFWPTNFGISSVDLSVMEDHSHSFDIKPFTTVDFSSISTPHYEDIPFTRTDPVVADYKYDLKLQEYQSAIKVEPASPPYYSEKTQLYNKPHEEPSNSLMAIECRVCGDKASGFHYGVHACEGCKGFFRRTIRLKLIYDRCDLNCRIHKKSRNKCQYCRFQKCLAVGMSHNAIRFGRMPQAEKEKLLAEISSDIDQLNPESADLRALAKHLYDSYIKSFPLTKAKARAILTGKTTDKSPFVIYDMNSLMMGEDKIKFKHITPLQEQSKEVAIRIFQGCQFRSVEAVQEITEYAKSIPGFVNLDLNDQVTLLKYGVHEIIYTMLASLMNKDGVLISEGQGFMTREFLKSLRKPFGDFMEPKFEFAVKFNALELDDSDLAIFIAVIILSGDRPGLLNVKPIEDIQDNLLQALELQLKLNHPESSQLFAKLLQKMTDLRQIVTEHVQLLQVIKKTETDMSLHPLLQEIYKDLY
HMGR II inh – E. faecalis class II HMG-CoA reductase inhibition. purified E. faecalis HMGR, NADPH absorbance 340 nm kinetic. inhibition, % at 10 µM. 0.41% of 190,000 active;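 active = inhibition above a set limit, the median over all tested compounds plus 3 SD, cut at about 9.5% in these data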;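 note: enzyme runs in reverse so mevalonate oxidation gives rising NADPH absorbance; 0% = complete reaction with DMSO and 100% = background rate lacking mevalonate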
PPARg SRC3 recr – agonists of human PPARgamma SRC-3 coactivator recruitment; biochemical PPARgamma/SRC-3 coactivator recruitment assay; AID 731; 0.26% of 200,000 active; activation, % at 8 µM; in the data active = activation above about 23%;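 note: 0% = DMSO and 100% = reference agonist; some compounds past the cut are filed as inactive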
PPARg SRC1 recr – agonists of human PPARgamma SRC-1 coactivator recruitment; PPARgamma-SRC-1 coactivator recruitment biochemical assay; activation, % at 8 µM; 0.41% of 200,000 active; AID 631; in the data active = activation above about 19%;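 note: 0% = DMSO and 100% = reference agonist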
bIAP inh – intestinal alkaline phosphatase (bovine) inhibition; inhibition, % at 20 µM; purified bovine IAP, CDP-star luminescence, 30 min; 190,000 tested, under 10 active;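 active = over 50% inhibition of intestinal alkaline phosphatase at 20 µM in the single-dose screen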
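Incubation: 30 min reaction at room temperature / Material: purified bovine intestinal alkaline phosphatase (IAP) enzyme / Input: enzyme at 1/65,000,000 dilution / Dosing: 20 µM single dose / Signal: CDP-star luminescence signal / Reagent: CDP-star chemiluminescent phosphatase substrate, 30 µM final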
TNAP act hiacc – increases human TNAP activity under high phosphate acceptor concentration; P05186; purified TNAP, CDP-star luminescence, 1 M DEA, 30 min; hits give high values; 0 = EDTA background, 1 = DMSO-only activity; activation factor at 20 µM; 200,000 tested, under 10 active;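 active = activation factor at least 2 at 20 µM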
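Assay system: human TNAP; Input: enzyme diluted 1/800 final; Reagent: CDP-star luminogenic substrate at 100 µM final; Timing: 30 min, room temperature; Signal: luminescence; Evaluation: TNAP activation factor scaled between EDTA and DMSO control wells.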
bIAP act – intestinal alkaline phosphatase (bovine) activation; purified bovine IAP, CDP-star luminescence, 30 min; hits give high values; fold of DMSO-control signal, blank-subtracted; activation factor at 20 µM; 0.17% of 200,000 active; AID 1016;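 active = activation factor of 2 or more at 20 µM, a signal rise over negative controls twice the positive control's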
TR-FRET SRC-2 ct – TR-FRET artefact, counter-screen to PPARgamma/SRC-2 agonist assay. hits give high values. TR-FRET ratio at 8 µM. AID 1049. 0.4% of 200,000 active; in the data active = TR-FRET ratio above about 2000; note: inactives centre near 1500
TNAP inh hiacc – blocks human TNAP under high phosphate acceptor concentration; 0.03% of 200,000 active; inhibition, % at 20 µM; purified TNAP, CDP-star luminescence, 1 M DEA; P05186;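 active = over 50% inhibition of tissue-nonspecific alkaline phosphatase at 20 µM in the single-dose screen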;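 note: plate controls were DMSO wells for no effect and EDTA-quenched wells as full inhibition for full effect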
TNAP inh no acc – TNAP (human) inhibition, acceptor-free conditions. P05186. purified TNAP, CDP-star luminescence, 30 min. inhibition, % at 20 µM. 0.26% of 200,000 active;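 active = tissue-nonspecific alkaline phosphatase inhibition above about 50% at 20 µM in the single-dose screen, limit read from the data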;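 note: 0% = DMSO negative control and 100% = EDTA positive control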
An asterisk follows results filed as active.

cpd	Molecule	PPARg SRC-2 ag	HMGR II inh	PPARg SRC3 recr	PPARg SRC1 recr	bIAP inh	TNAP act hiacc	bIAP act	TR-FRET SRC-2 ct	TNAP inh hiacc	TNAP inh no acc
1	COc1ccccc1NC(=O)C(C/C=C(\C)Cl)C(C)=O (stereo not given)	1	-2	9	6	3	1	1	1561	-2	-12
2	CCc1c(C)sc(NC(=O)CCc2ccc(OC)cc2)c1C(N)=O	2	1	-4	3	14	1.1	0.9	1333	-7	-10
3	CSc1ccccc1NC(=O)CSc1n[nH]c(C)c1[N+](=O)[O-]	6	-4	-1	6	8	1	0.9	1520	1	-3
4	Cc1ccc(C#N)c(SCc2nnc(-c3ccc(Cl)cc3)o2)n1	-8	-3	-2	-2	11	1	0.9	1477	-4	-20
5	COc1cccc(C=Nc2ccccc2C#N)c1O	-6	-4	-4	-2	15	1	0.8	1581	0	-2
6	Cc1cc(C(=O)NNC(=O)CCCCC(=O)NNC(=O)c2cc(C)[nH]n2)n[nH]1	3	-8	2	0	20	1.1	0.8	1617	-7	-228
7	COc1ccc(C(=O)Nc2nc3c(s2)Cc2cc(OC)ccc2-3)cc1	5	-7	-2	6	5	0.9	0.9	1523	5	-3
8	COCCN(C(=S)Nc1ccccc1C)C(C)c1cccnc1 (stereo not given)	5	1	6	-2	11	1	0.9	1562	-3	-9
9	COc1ccc(C(=O)N=C2CCC(C#N)=C3c4cc(OC)c(OC)cc4CCN23)cc1	-1	-3	2	8	34	1	0.7	1784	0	-4
10	Cc1cc(C)cc(NC(=O)c2cc(=O)c3ccccc3o2)c1	4	1	2	6	4	1.1	1	1707	-7	-19
11	Cc1cccc(-c2nnc(SCC(=O)N3c4ccccc4CCc4ccccc43)n2C)c1	13	-6	-1	5	13	1	0.9	1471	-1	-13
12	CC1CCC2(CC1)NC(=O)N(CC(=O)Nc1nc(-c3ccc(F)cc3)cs1)C2=O (stereo not given)	4	2	5	6	-2	1	1	1765	-1	-3
13	O=C(Nc1cccc([N+](=O)[O-])c1)c1ccc2nc(N3C(=O)CCC3=O)sc2c1	-3	1	-12	2	8	1	0.9	1546	2	-8
14	CC1CCCC(C)N1C(=C(Cl)Cl)C(=C1SCCS1)[N+](=O)[O-] (stereo not given)	1	1	2	2	42	1	0.6	1669	4	-2
15	CC(C)=C1SC(N2CCN(Cc3ccccc3)CC2)=NC1=O	9	-1	1	8	-2	1.1	1	1634	-8	-12
16	CCN(CC)C(=O)c1sc2nc(Cc3ccccc3)[nH]c(=O)c2c1C	3	-3	-2	-7	1	1	1	1575	1	-2
17	CC(O)CNc1ncnc2nc[nH]c12 (stereo not given)	8	-5	7	2	8	1	0.9	1598	-5	-22
18	COc1cc(C(=O)N(Cc2ccc(N(C)C)cc2)C2CCS(=O)(=O)C2)cc(OC)c1OC (stereo not given)	8	-1	11	4	1	1	1	1553	-4	-7
19	O=c1oc(-c2ccccc2Cl)nc2ccsc12	6	0	-2	5	17	1	0.8	1460	-2	-10
20	Cc1ccc(S(=O)(=O)N(CC(=O)Nc2ccccc2C(=O)O)c2ccc(Cl)cc2)cc1	0	-2	0	-12	7	1.1	0.9	1401	-6	-2
21	O=C(Nc1ccc2oc(-c3ccncc3)nc2c1)c1ccccc1F	47*	0	39*	49*	17	1	0.8	1409	-3	-16
22	COc1ccccc1N1CCN(C(c2cccs2)c2nnnn2C2CCCC2)CC1 (stereo not given)	-10	-6	-2	-6	-14	1.1	1.1	1366	-6	-11
23	CC[n+]1c(/C=C/N(C)c2ccccc2)oc2ccc(F)cc21	14	-3	5	2	1	1	1	1710	-2	-11
24	Cc1nc2cc(NCc3cc([N+](=O)[O-])ccc3O)ccc2n1Cc1ccccc1	6	-4	5	4	0	0.9	1	1658	6	-2

Excerpt: nos. 16–19
cpd	Molecule	PPARg SRC-2 ag	HMGR II inh	PPARg SRC3 recr	PPARg SRC1 recr	bIAP inh	TNAP act hiacc	bIAP act	TR-FRET SRC-2 ct	TNAP inh hiacc	TNAP inh no acc
16	CCN(CC)C(=O)c1sc2nc(Cc3ccccc3)[nH]c(=O)c2c1C	3	-3	-2	-7	1	1	1	1575	1	-2
17	CC(O)CNc1ncnc2nc[nH]c12 (stereo not given)	8	-5	7	2	8	1	0.9	1598	-5	-22
18	COc1cc(C(=O)N(Cc2ccc(N(C)C)cc2)C2CCS(=O)(=O)C2)cc(OC)c1OC (stereo not given)	8	-1	11	4	1	1	1	1553	-4	-7
19	O=c1oc(-c2ccccc2Cl)nc2ccsc12	6	0	-2	5	17	1	0.8	1460	-2	-10

(cont.)
cpd	Molecule	PPARg SRC-2 ag	HMGR II inh	PPARg SRC3 recr	PPARg SRC1 recr	bIAP inh	TNAP act hiacc	bIAP act	TR-FRET SRC-2 ct	TNAP inh hiacc	TNAP inh no acc
25	Cc1ccc(C)c(-n2nnnc2SCC(=O)NCCC2=CCCCC2)c1	7	0	-1	1	11	1.1	0.9	1449	-5	-13
26	O=C(Nc1nnc(-c2ccc3c(c2)CCCC3)o1)C1COc2ccccc2O1 (stereo not given)	-4	-7	-5	3	-1	1.1	1	1512	-8	6
27	CCOC(=O)CC(=O)Nc1nnc(CC(C)C)s1	-5	-2	-2	4	13	1	0.9	1489	-3	2
28	CCc1nc2sc3ccccc3c(=O)c2c(=O)n1CCOC	-1	-3	-9	-4	7	1	0.9	1545	-1	-2
29	COc1ccc2c(c1)c(=O)c(C(=O)c1ccc(C)cc1)cn2CC(=O)Nc1ccc(F)cc1	8	-1	6	-2	25	1	0.7	1472	-4	-10
30	CC(=O)N1CCN(c2ccc(NC(=O)c3ccc(C)cc3)cc2)CC1	-4	-5	8	7	-4	1	1	1664	-1	-10
31	O=[N+]([O-])c1cc(/C=N/N2CCN(C3c4ccccc4-c4ccccc43)CC2)ccc1Cl	7	-8	5	5	30	1.1	0.7	1604	-7	-13
32	COc1cccc(-n2nc(-c3ccnn3-c3ccc(C)cc3)c(=O)n(C)c2=O)c1	3	-7	-11	1	7	1	0.9	1652	0	-12
33	COc1ccc(Br)cc1S(=O)(=O)N(CC(=O)N1CCOCC1)c1ccccc1	1	-5	2	1	1	1	1	1679	0	-1
34	O=C(CSc1nc2cc(Cl)ccc2s1)NC1CCCc2ccccc21 (stereo not given)	-14	-5	0	2	-1	1.1	1	1492	-5	-23
35	Cn1c(CN2CCN(C(=O)c3ccccc3)CC2)nc2cc([N+](=O)[O-])ccc21	2	-4	3	-5	10	1.1	0.9	1627	-6	-5
36	CCOC(=O)c1cc2sccc2n1Cc1ccc(C#N)cc1	1	3	1	-2	12	1.1	0.9	1401	-6	-12
37	CCC(=O)/C=C1/Sc2ccc(OC)cc2N1CC	0	-4	-6	0	3	1	1	1519	-1	-9
38	Cc1sc(NC(=O)c2ccccc2F)c(CN2CCCCC2C)c1C (stereo not given)	0	0	0	-4	-10	1	1.1	1360	-3	8
39	O=[N+]([O-])c1cc(S(=O)(=O)NCCCN2CCOCC2)ccc1Cl	1	2	-1	-2	4	1	1	1520	0	18
40	Cc1cccc(C)c1-n1c(C)cc(/C=N/NC(=O)c2ccncc2)c1C	-7	-3	-1	1	-10	1	1.1	1275	2	0
41	COc1ccc(Sc2nnc(-c3ccccc3)cc2C#N)cc1	7	-7	-6	-1	3	1	1	1360	-4	-11
42	Cc1c(N(CC(=O)O)S(=O)(=O)c2ccccc2)c(=O)n(-c2ccccc2)n1C	6	-6	-2	-5	-4	1.1	1	1431	-7	-10
43	CCC(C)/C(C)=N/NC(=O)CNS(=O)(=O)c1ccc([N+](=O)[O-])cc1 (stereo not given)	6	6	4	13	-1	1	1	1707	1	4
44	CCOc1ccc2c(c1)c1nnc(SCC3CCCO3)nc1n2C (stereo not given)	0	-2	7	5	5	1.1	1	1467	-6	-12
45	Cc1cc(-c2cccnc2)c(C#N)c(SCC#N)n1	2	2	-2	6	11	1	0.9	1536	0	-4
46	O=C(Cn1nc(-c2ccccc2)ccc1=O)Nc1ccc(NC(=O)c2ccccn2)cc1	6	1	2	6	0	1	1	1585	2	-7
47	CCN(CC)CCOC(=O)c1ccc(Cl)cc1Cl	3	-4	2	-1	-18	1	1.2	1386	-5	-7
48	COC(=O)[C@H](Cc1ccccc1)NC(=O)NCc1cccs1	3	-8	0	6	23	1.1	0.8	1452	-6	-9
49	CS(=O)(=O)c1ccc(C(=O)N2CCc3ccccc3C2)cc1	-4	-11	4	-3	14	1.1	0.9	1665	-8	-12
50	CCOC(=O)/C(=N/Nc1ccc(Cl)cc1)Sc1nnnn1-c1ccc(C)cc1	3	-2	3	-3	4	1.1	1	1638	-6	6
51	Nn1c(SCc2cn3ccsc3n2)nnc1-c1ccncc1	11	-3	0	6	5	1	0.9	1769	0	-4

Gathered by group, the compounds so far containing a COOH group (2)
cpd	Molecule	PPARg SRC-2 ag	HMGR II inh	PPARg SRC3 recr	PPARg SRC1 recr	bIAP inh	TNAP act hiacc	bIAP act	TR-FRET SRC-2 ct	TNAP inh hiacc	TNAP inh no acc
20	Cc1ccc(S(=O)(=O)N(CC(=O)Nc2ccccc2C(=O)O)c2ccc(Cl)cc2)cc1	0	-2	0	-12	7	1.1	0.9	1401	-6	-2
42	Cc1c(N(CC(=O)O)S(=O)(=O)c2ccccc2)c(=O)n(-c2ccccc2)n1C	6	-6	-2	-5	-4	1.1	1	1431	-7	-10

Source: PubChem BioAssay (several laboratories)

Random draw from the library, and some 1.6% of all compounds hit somewhere here.
